KLK5 inh = kallikrein 5 (human) inhibition; actives 0.59% (n = 210,000); AID 873; inhibition, % at 5 µM; Q9Y337; recombinant hK5, fluorogenic AMC substrate cleavage;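 active = inhibition of 40% or more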;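 also: 0% = enzyme controls without compound and 100% = no-enzyme blanks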
EBV gp42 block = blocks Epstein-Barr virus glycoprotein 42 binding; Q1HVG2; actives 0.42% (n = 220,000); inhibition, % (tested at 21.74 µM); Fluorescence polarization binding assay, mP read-out; in the data active = inhibition above about 50%
Target sequence (Q1HVG2 whole entry, looked up): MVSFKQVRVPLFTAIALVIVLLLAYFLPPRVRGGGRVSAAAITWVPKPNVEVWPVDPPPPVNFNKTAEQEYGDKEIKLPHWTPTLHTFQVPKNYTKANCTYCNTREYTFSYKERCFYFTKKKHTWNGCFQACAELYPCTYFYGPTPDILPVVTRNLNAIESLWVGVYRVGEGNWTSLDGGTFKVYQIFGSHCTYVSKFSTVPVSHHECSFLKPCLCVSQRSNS
p47phox inh = p47phox (human) inhibition. P14598. p47phox/p22phox peptide binding, fluorescence polarization, 2 h. inhibition, % at 24.7 µM. actives 0.53% (n = 220,000);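 also: 0% = p47phox with labelled peptide and 100% = labelled peptide alone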
Rad51 HR inh = blocks human Rad51 in homologous recombination. Q06609. hRad51 DNA strand exchange, fluorescence dequenching. inhibition, % at 10 µM. actives 0.085% (n = 200,000). AID 1385;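 active = inhibition above 40% at the single screening dose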;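 also: 0% = DMSO control wells and 100% = blanks with heterologous ssDNA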
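Assay system: Human Rad51 nucleoprotein filaments preassembled on unlabelled ssDNA | Reagent: Donor/quencher-labelled 47-bp dsDNA substrate | Doses: One concentration, 10 µM final | Times: 37 °C 15-min filament assembly, 30-min compound preincubation, 15-min exchange | Technique: Fluorescein emission 520 nm, excitation 485 nm | Benchmarks: Plate control and blank wells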
Cl transport mod = KCC2 (human) Cl- transport modulation. KCC2 cells, thallium flux FluoZin-2 fluorescence. B-score of Tl+ flux slope (higher = more flux/activation; lower = inhibition) at 10 µM. actives 2.2% (n = 190,000);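 active = thallium flux slope and its plate-corrected score both differing from the plate sample mean at a set confidence after two filtering rounds, in either direction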;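 also: slope of fluorescence scaled to starting intensity during 10 to 20 s after thallium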
14-3-3 Bad inh = disrupts binding of bovine 14-3-3 zeta to phospho-Bad peptide. actives 0.71% (n = 220,000). TR-FRET 14-3-3zeta/Dy647-pBad peptide displacement, 1 h. inhibition, % at 21.7 µM. AID 781;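 active = inhibition above about 70%, limit read from the data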;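 also: 0% = full 14-3-3 plus peptide FRET controls and 100% = background without 14-3-3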
Target sequence (P63103 whole entry, looked up): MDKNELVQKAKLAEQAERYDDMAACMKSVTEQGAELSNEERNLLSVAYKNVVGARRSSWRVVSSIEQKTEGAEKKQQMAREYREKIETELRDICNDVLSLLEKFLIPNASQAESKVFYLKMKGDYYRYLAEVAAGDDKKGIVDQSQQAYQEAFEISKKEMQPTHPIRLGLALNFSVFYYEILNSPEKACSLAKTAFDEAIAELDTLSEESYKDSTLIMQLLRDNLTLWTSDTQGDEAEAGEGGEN
eIF4E-4G inh = eIF4E/eIF4G interaction inhibition in translation initiation. inhibition, % at 21.7 µM. P63073+Q04637. actives 0.37% (n = 220,000). TR-FRET eIF4E-eIF4GI(517-606) binding, 2 h. AID 782;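 also: 0% = full FRET control wells and 100% = background wells lacking eIF4GI fragment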
thrombin 1536 = blocks human thrombin protease activity; actives 0.26% (n = 220,000); inhibition, % at 5 µM; alpha-thrombin, Boc-VPR-AMC fluorogenic substrate cleavage; P00734;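 active = inhibition at or above 40%; inactive = inhibition below 40%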;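 also: 0% = enzyme with no compound and 100% = wells without enzyme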
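signal = AMC fluorescence, 355/460 nm | material = human alpha-thrombin enzyme | control set = enzyme without compound as high, wells lacking enzyme as low | times = reaction at room temperature | read-out basis = percent inhibition scaled between no-compound controls and no-enzyme blanks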
Furin inh = human furin inhibition | purified furin, fluorogenic substrate cleavage | AID 463115 | actives 0.061% (n = 220,000) | inhibition, % at 30 µM; in the data active = inhibition above about 25%; also: inactives centre near -15
Target sequence (P09958 108-714 limits assumed): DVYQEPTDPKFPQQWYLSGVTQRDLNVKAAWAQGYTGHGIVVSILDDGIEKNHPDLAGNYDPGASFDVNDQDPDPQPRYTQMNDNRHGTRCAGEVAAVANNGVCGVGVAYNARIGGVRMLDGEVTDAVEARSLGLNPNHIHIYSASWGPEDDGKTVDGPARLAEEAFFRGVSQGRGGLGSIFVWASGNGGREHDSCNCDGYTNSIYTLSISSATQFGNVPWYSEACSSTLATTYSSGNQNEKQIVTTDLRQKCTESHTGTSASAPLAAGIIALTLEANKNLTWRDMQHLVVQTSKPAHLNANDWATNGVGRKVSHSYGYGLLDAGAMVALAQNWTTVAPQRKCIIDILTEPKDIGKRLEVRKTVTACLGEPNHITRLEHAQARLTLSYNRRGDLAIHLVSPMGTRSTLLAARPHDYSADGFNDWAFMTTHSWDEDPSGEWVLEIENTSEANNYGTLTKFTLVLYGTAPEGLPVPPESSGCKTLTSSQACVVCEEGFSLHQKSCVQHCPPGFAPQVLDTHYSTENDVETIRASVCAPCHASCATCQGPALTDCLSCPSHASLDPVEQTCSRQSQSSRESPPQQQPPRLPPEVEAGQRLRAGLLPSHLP
Starred values were filed as active, the others as inactive; · = not tested or not shown; [ ] = remark or other dose.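 The calls were made as follows, unless noted: active = inhibition above about 30% (limit read from the data); inactive = the rest.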

SMILES	KLK5 inh	EBV gp42 block	p47phox inh	Rad51 HR inh	Cl transport mod	14-3-3 Bad inh	eIF4E-4G inh	thrombin 1536	Furin inh
COC(=O)c1ccc(OC(=O)C23CCC(C)(C(=O)O2)C3(C)C)cc1 (centres undefined)	12	-4	1	9	0.29	31	-1	-1	-19
COc1ccc(/C=C2\SC(=S)N(CC(=O)NNC(=O)c3ccncc3)C2=O)cc1	-4	29	-5	-3	·	-5	-1	1	-15
COc1cccc(N(C(=O)C2COc3ccccc3O2)C(C(=O)NC2CCCCC2)c2ccc(O)cc2)c1 (centres undefined)	-20	-16	-17	10	·	-5[fluorescence artefact?]	-1	-2	-18
O=C(NC(=Nc1nc2ccccc2o1)NC(=O)c1ccccc1)c1ccccc1	-1	-13	-9	·	-0.25	2[fluorescence artefact?]	1	-1	-24
COc1cc(CNc2ccc(NC(C)=O)cc2)ccc1OCc1ccccc1C	-20	-5	-4	-5	-3.3	-1	6	-5	-10
CCn1c(=O)n(CC(=O)NCc2ccccc2OC)c(=O)c2ccccc21	-24	-13	-9	·	-0.36	-4[fluorescence artefact?]	5	-1	-8[20 µM]
Cc1ccnc(SCC(=O)N2CCc3ccccc3C2)n1	-1	-23	-1	-23	-0.49	-4	3	-1	-2
CCc1ccc2nc(NC(=O)CSCc3c(C)noc3C)sc2c1	-7	-2	-23	-9	-0.0074	-5[fluorescence artefact?]	-10	3	-10[20 µM]
C/C(=N\Nc1ccc([N+](=O)[O-])cc1)c1ccco1	-3	-19	-2	-75	0.043	-2	-3	-2	-15
O=C(Nc1cccn(Cc2cccc(F)c2)c1=O)NC1CCCCC1	-2	6	-1	35	-1.7	-1	0	7	-6
COc1ccccc1N(Cc1cc(=O)[nH]c2ccccc12)C(=O)c1cccc([N+](=O)[O-])c1	1	-5	-14	3	-2.3	7	1	-3	-11
O=C(C(=O)N1CCCc2ccccc21)N1CCCc2ccccc21	2	-2	0	3	-0.039	12[fluorescence artefact?]	-39	-6	-5
O=C(CN1C(=O)NC2(CCCCCCC2)C1=O)N1CCc2ccccc2C1	-3	-25	-6	-2	-0.45	-15	-1	-5	-16[20 µM]
CC(=O)NNc1cc(=O)c2c(=O)n(C)c(=O)n(C)c2[nH]1	-37	-13	-17	·	6.2*	3[fluorescence artefact?]	-3	1	-4[20 µM]
Cc1cc(Br)cc2c(C(=O)Nc3c(C)n(C)n(-c4ccccc4)c3=O)cc(-c3cccs3)nc12	-10	-51	-20	11	·	-10[fluorescence artefact?]	-20	-4	-19
CNC(=S)NCCc1c[nH]c2ccc(OC)cc12	0	-10	-7	2	0.25	-10	-4	-4	-28
Cc1ncc(CO)c(/C=N/NC(=S)Nc2ccc(C(C)C)cc2)c1O	1	-20	-18	2	-0.11	-5	0	-4	-8
O=C(N/C=C\n1cnc2cc(C(F)(F)F)ccc21)c1ccc([N+](=O)[O-])cc1	0	1	-2	15	0.22	-3	1	2	-13
Cc1ccn2cc(CSc3ccccc3)nc2c1	-4	8	-1	-5	-1	-9	4	-4	-16[20 µM]
COc1cc(C(=O)NCCC(=O)NCCc2ccc(Cl)cc2)cc(OC)c1OC	-13	-5	-2	4	-1	1	-2[fluorescence artefact?]	-2	-35
CC1CCN(C(=O)c2scc3c2OCCO3)CC1	-1	-9	2	1	·	11	0	-6	-13
Cc1nc(S/C(C(=O)O)=C2/C(=O)Nc3ccccc32)n[nH]1	2	-3	-17	0	-0.028	0	-6	-2	1
O=C(CN1CCN(Cc2ccc(Cl)cc2)CC1)N/N=C/c1ccccc1F	3	-21	-4	1	0.37	3	5	2	-10
S=C1NC(c2ccccc2)=NCN1c1ccc(Cl)cc1	3	-19	3	·	3.5	·	·	5	-21[20 µM]
NS(=O)(=O)c1cccc(NC(=O)COC(=O)/C(=C/c2cccs2)c2cccs2)c1	-29	-3	-27	0	-0.46	-19	2	-5	-13
COc1cc(NS(=O)(=O)c2ccc(NC(C)=O)cc2)cc(OC)c1	-6	-11	-5	-3	-1.3	-1	4	1	1
O=C(CNC(=O)c1ccc(Cl)cc1)Nc1ccc(S(=O)(=O)Nc2ncccn2)cc1	0	-7	-17	-1	·	-3	0	-4	-12
CCN(CC)C(=O)Cn1ncc2c1-c1ccccc1OC2	-2	-5	-12	-1	0.31	2	-3	-5	-8
CN(C)S(=O)(=O)Oc1ccc(Cl)cc1C(=O)Nc1ccc(F)cc1F	14	-3	0	·	-1.5	-2	1	-1	-11
CCc1ccccc1NC(=O)c1onc(C)c1Cl	-3	-12	-10	6	-0.14	-1	0[fluorescence artefact?]	-6	-11
CCOCCCNC(=O)C(c1ccccc1)N(Cc1ccc2c(c1)OCO2)C(=O)CNC(C)=O (centres undefined)	-7	-2	-9	8	1.4	-9	-3[fluorescence artefact?]	-4	-15[20 µM]
CCN1CCN(Cc2c(C)[nH]c3ccc(C(=O)OC)cc3c2=O)CC1	-9	-11	1	6	1.5	-9	9	3	-13[20 µM]
COc1ccc(C2/C(=C(/O)c3ccc(OC(C)C)cc3)C(=O)C(=O)N2CCCN2CCOCC2)cc1 (centres undefined)	-11	3	-5	·	0.68	19	-3	1	-12
Cc1ccc(F)cc1NC(=O)N1CCCN(C(=O)OC(C)(C)C)CC1	2	-14	-2	-11	0.13	-2	3	-4	-3
COc1ccc(Cl)cc1NC(=O)C1CCCN(S(=O)(=O)c2cccc3nonc23)C1 (centres undefined)	-18	8	-3	0	0.046	12[fluorescence artefact?]	6	-4	-7[20 µM]
CSc1nc(=O)n(-c2ccccc2)c(C)c1C(C)=O	-9	-11	-13	2	0.51	-1	-3	-6	-27

Molecules listed so far that have an aryl thioether with sulfur outside any ring, in the order listed:
SMILES	KLK5 inh	EBV gp42 block	p47phox inh	Rad51 HR inh	Cl transport mod	14-3-3 Bad inh	eIF4E-4G inh	thrombin 1536	Furin inh
Cc1ccnc(SCC(=O)N2CCc3ccccc3C2)n1	-1	-23	-1	-23	-0.49	-4	3	-1	-2
Cc1ccn2cc(CSc3ccccc3)nc2c1	-4	8	-1	-5	-1	-9	4	-4	-16[20 µM]
Cc1nc(S/C(C(=O)O)=C2/C(=O)Nc3ccccc32)n[nH]1	2	-3	-17	0	-0.028	0	-6	-2	1
CSc1nc(=O)n(-c2ccccc2)c(C)c1C(C)=O	-9	-11	-13	2	0.51	-1	-3	-6	-27

(list continues)
SMILES	KLK5 inh	EBV gp42 block	p47phox inh	Rad51 HR inh	Cl transport mod	14-3-3 Bad inh	eIF4E-4G inh	thrombin 1536	Furin inh
Cc1ccc(NC(=O)Nc2ncccc2C)cc1	-19	-23	-8	0	-1.2	-6[fluorescence artefact?]	10[fluorescence artefact?]	2	-18[20 µM]
Cc1ccc(O)c(CO)n1	0	-12	-6	12	·	-6	-1	-3	-16
CN(C)c1ccc(/C=N\NC(=O)c2csnn2)cc1	7	3	2	·	-0.0048	15[fluorescence artefact?]	12[fluorescence artefact?]	-2	5[20 µM]
O=C(Cc1ccc(Cl)cc1)Oc1cccc2cccnc12	-61	-2	-3	·	0.039	1	6	2	-16
C[C@@H]1C=C(C(=O)NCc2nc3ccccc3[nH]2)O[C@H](OCc2ccc(CO)cc2)C1	-1	-8	6	-7	0.35	-2	-4	5	-20
CNC(=S)NNC(=O)c1noc(C)c1C(=O)N1CCN(C(c2ccccc2)c2ccccc2)CC1	-2	-11	-6	5	-0.37	-3	-2	-6	-10
O=C(COc1ccccc1)N1N=C(c2cccnc2)CC1(O)C(F)(F)F (centres undefined)	-12	-29	-15	16	0.042	0	0	-5	-28
CC1CCCC(C)N1C(=O)c1cc(-c2ccc(Cl)c(Cl)c2)on1 (centres undefined)	-6	-7	-18	0	1.8	8	3	0	-8
O=C(NCc1cccs1)[C@@H]1CSC2c3ccccc3C(=O)N21 (some centres undefined)	-10	7	0	-13	0.41	5	0	-4	-28
CCOc1ccc(C(=O)Nc2ccccc2C#N)cc1[N+](=O)[O-]	-6	11	-4	·	-0.49	-7[fluorescence artefact?]	1[fluorescence artefact?]	-8	-4
COc1cc(/C=C/C(=O)OC(C)C(=O)Nc2c(C)n(C)n(-c3ccccc3)c2=O)ccc1OCC#N (centres undefined)	2	-15	-1	8	-0.14	14	2	4	-23
Cn1c(=O)n(C)c2cc(S(=O)(=O)N3CCCc4ccccc43)ccc21	-23	-3	-16	-3	·	19	-1	-9	-21[20 µM]
COC(=O)C1=C(C)n2nnnc2NC1c1cc2ccccc2o1 (centres undefined)	0	-7	-9	-6	-1	7[fluorescence artefact?]	3[fluorescence artefact?]	-1	-31
Fc1cccc2ncnc(OCc3ccccc3)c12	0	-3	-7	9	-1	-6	0	-1	-28
COc1ccc(CCNCc2ccc(OCC(=O)N3CCCCC3)c(OC)c2)cc1OC	-4	-22	-2	3	-1.5	0	2	-5	-23
CCCc1nc(SCC(=O)c2ccc(OC)cc2)c2ccccc2n1	-22	-10	-25	2	-0.97	-5	-4	4	-15
O=C(CN1CCCc2ccccc21)NCc1ccccc1Cl	-9	-19	-23	-10	-0.68	-2	-2	-3	-20
O=C(Cc1ccc2c(c1)CCCC2)Nc1ccccc1Br	14	13	-9	2	1.1	1	-1	-2	-14[20 µM]
O=C(OCN1C(=O)c2ccccc2C1=O)/C(=C\c1ccco1)NC(=O)c1ccccc1	42*	-6	7	-5	0.98	-9	5	25	-5
O=C(c1ccco1)N1CCN(C(=O)c2cc3c(=O)oc4ccccc4c3s2)CC1	2	-10	23	4	-2.1	2	3	4	-9
CC(=O)Nc1ccc(S(=O)(=O)Nc2ccc(C)c([N+](=O)[O-])c2)cc1	0	-17	-11	8	-0.74	-20	4	-6	-20
Cc1cc2c(c(SCC(=O)NCc3ccccc3Cl)n1)C(=O)OC2	-4	-8	-8	0	-0.5	-9	1	-1	-30
CCCCc1nc2ccccc2c(NC(=O)CN(CC)CC)c1CCC	-5	3	-2	7	0.15	74*	6	-7	-17[20 µM]
O=C(COC(=O)C12CC3CC(CC(C3)C1)C2)Nc1ccc([N+](=O)[O-])cc1Br	-3	-11	-3	1	·	-14	0[fluorescence artefact?]	0	-25
CC12CCC(C(=O)Nc3ccc(SC(F)F)cc3)(CC1=O)C2(C)C (centres undefined)	-8	1	-5	0	·	-8	0	0	-14[20 µM]
O=C(Nc1cccn(Cc2c(Cl)cccc2Cl)c1=O)c1ccc(Cl)cc1Cl	-20	0	-6	-1	0.079	5	-1	-4	-16[20 µM]
Cc1ccc(CN2C(=O)CNC2=S)cc1	-16	1	-9	-2	1.7	-15	-3	2	-28
COC(=O)COc1cccc(NC(=O)c2cc(OC)cc(OC)c2)c1	4	-6	-9	1	-0.83	-5	-8	-3	-32
CCCCCCn1c(SCCOC)nc2c1c(=O)[nH]c(=O)n2C	15	-10	2	0	-0.034	-1	-25	16	-33
O=C(Nc1cccc(-c2csc(Nc3cccc(C(F)(F)F)c3)n2)c1)c1cc([N+](=O)[O-])cc(C(F)(F)F)c1	2	-18	4	3	0.0047	-1	-4	-1	-17
Nc1nc(N)c2cc(Sc3ccc4ccccc4c3)ccc2n1	0	23	-12	19	0.063	20	5	-3	-12
CC1=C(C(=O)OCc2ccc3c(c2)OCO3)C(c2ccccc2OCc2ccccc2)NC(=O)N1 (centres undefined)	-13	-17	-8	-1	·	3	-22	1	-2[20 µM]

Part of the list above, reduced to eIF4E-4G inh, KLK5 inh and thrombin 1536.
| Molecule | eIF4E-4G inh | KLK5 inh | thrombin 1536 |
| --- | --- | --- | --- |
| CC12CCC(C(=O)Nc3ccc(SC(F)F)cc3)(CC1=O)C2(C)C (centres undefined) | 0 | -8 | 0 |
| O=C(Nc1cccn(Cc2c(Cl)cccc2Cl)c1=O)c1ccc(Cl)cc1Cl | -1 | -20 | -4 |
| Cc1ccc(CN2C(=O)CNC2=S)cc1 | -3 | -16 | 2 |
| COC(=O)COc1cccc(NC(=O)c2cc(OC)cc(OC)c2)c1 | -8 | 4 | -3 |

Screens (PubChem)
